Vif imaging: blocks HIV Vif function; HEK293T cells, Vif self-association by quenched fluorescence, imaging, 24 h; inhibition, % at 7.49 µM; 340,000 tested, 0.35% active; in the data active = inhibition above about 50%, passing the limit was not always enough; note: some results filed as inactive read as strong as hits
MC4R ag barr: human MC4R agonism via beta-arrestin; P32245; U2OS MC4R beta-arrestin complementation, luminescence; percent of melanotan II response, DMSO zero; activation, % at 8.9 µM; 360,000 tested, 0.98% active; AID 540308;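 active = activation above a per-plate cutoff, the mean activation of sample wells on that plate plus 3 SD, cut at about 8% in these data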
NOD2 RIPK2 PPI: NOD2-RIPK2 protein interaction inhibition; O43353; 360,000 tested, 0.38% active; CHO BLA complementation NOD2-RIPK2, CCF4 ratio; AID 624267; inhibition, % at 4.98 µM; in the data active = inhibition above about 21%;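 note: 0% = vehicle only and 100% = reference blocker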
ABHD5-PLIN5 inh: blocks binding of human ABHD5 to perilipin-5; Split G. princeps luciferase complementation, luminescence, 4 h; inhibition, % at 4 µM; 360,000 tested, 0.78% active;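 active = inhibition above the mean inhibition across every tested compound plus 3 SD, cut at about 22% in these data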;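 note: 0% = DMSO only wells and the 100% control is not disclosed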
N-glyco inh: blocks N-linked glycosylation in D54 reporter cells; D54 ERlucT glycosylation luciferase reporter, 24 h; percent of 100 nM tunicamycin response; reporter increase, % at 12.5 µM; AID 588692; 360,000 tested, 0.23% active;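 active = mean luciferase reporter signal, scaled so untreated is 0 and the glycosylation-blocking control 100, at or above a set limit in every replicate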;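 note: luciferase carries N-glycosylation sites so blocking glycosylation raises the light; 0% = median of neutral control wells and 100% = median of 100 nM tunicamycin wells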
MC4R antag cAMP: antagonists of human melanocortin 4 receptor (MC4R); MC4R-expressing cells, MTII-stimulated cAMP, LANCE TR-FRET; 360,000 tested, 0.48% active; P32245; inhibition, % at 6.5 µM;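 active = inhibition above its plate's cutoff, the mean of tested wells on that plate plus 3 SD, cut at about 29% in these data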;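 note: 0% = Melanotan II alone and 100% = Melanotan II plus saturating MCL0020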
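System: U2OS cells stably expressing human melanocortin 4 receptor (MC4R). Reagent: Melanotan II challenge after compound preincubation. Doses: 6.5 µM. Times: 30-min compound, 1-h challenge, 1-h detection, room temperature. Measured by: TR-FRET with Eu-cAMP and labeled anti-cAMP, 671 nm. Replicates: singlicate.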
aDG glyco up: increases alpha dystroglycan glycosylation; Pro5-aDG cells, alpha-DG glycosylation AlphaScreen (IIH6); 0% Pro5, 100% B10-LARGE cell signal; activation, % at 10 µM; AID 624168; 360,000 tested, 0.22% active;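 active = activation of at least 8% versus controls, or a plate z-score of at least 8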;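 note: Pro5 are CHO cells carrying HIG-tagged alpha-DG that lacks glycosylation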
ABCB6 inh 2: human ABCB6 transporter inhibition; K562-ABCB6 porphyrin accumulation, flow cytometry, 1 h; hits give low values; fluorescence ratio to DMSO, % at 10 µM; 360,000 tested, 0.19% active;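 active = fluorescence ratio to DMSO below 75%, the collection mean minus 3 SD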;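 note: signal is porphyrin accumulated inside mitochondria; 100% equals median channel fluorescence of DMSO control wells; lower ratio means ABCB6 inhibition with less porphyrin fluorescence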
Target sequence (Q9NP58 whole entry, looked up): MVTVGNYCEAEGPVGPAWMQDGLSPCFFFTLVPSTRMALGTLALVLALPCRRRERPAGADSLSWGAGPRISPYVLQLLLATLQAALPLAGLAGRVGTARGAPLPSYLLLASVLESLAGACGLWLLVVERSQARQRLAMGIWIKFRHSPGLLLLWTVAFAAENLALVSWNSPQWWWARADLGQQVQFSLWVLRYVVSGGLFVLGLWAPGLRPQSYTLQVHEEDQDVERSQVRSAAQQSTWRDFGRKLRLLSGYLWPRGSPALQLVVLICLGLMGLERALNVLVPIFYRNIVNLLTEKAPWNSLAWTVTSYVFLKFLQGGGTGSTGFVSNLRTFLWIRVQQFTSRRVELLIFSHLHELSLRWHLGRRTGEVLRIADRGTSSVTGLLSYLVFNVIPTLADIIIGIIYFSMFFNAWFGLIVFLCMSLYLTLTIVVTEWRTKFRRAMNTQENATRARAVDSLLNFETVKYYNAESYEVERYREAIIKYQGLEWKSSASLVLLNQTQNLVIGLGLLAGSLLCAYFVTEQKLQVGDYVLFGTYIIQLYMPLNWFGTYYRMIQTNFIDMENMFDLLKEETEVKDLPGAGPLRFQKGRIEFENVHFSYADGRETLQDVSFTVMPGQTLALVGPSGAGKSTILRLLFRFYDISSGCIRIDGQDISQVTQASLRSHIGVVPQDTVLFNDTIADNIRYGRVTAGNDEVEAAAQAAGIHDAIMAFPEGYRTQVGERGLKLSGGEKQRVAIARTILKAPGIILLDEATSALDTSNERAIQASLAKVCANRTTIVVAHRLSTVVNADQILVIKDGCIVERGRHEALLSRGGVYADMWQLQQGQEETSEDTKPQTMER
TLR9-MyD88 block: TLR9-MyD88 interaction inhibition. CHO BLA complementation TLR9-MyD88, CCF4 FRET ratio. inhibition, % at 4.98 µM. 340,000 tested, 0.21% active. AID 504734;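 active = inhibition above the mean over all tested compounds plus 3 SD, cut at about 21% in these data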;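 note: 0% = DMSO only wells and 100% = clavulanate BLA inhibitor control wells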
Exocytosis inh: blocks lytic granule exocytosis; inhibition, % at 10 µM; 360,000 tested, 0.66% active; TALL-104 LAMP-1 surface exposure, flow cytometry; cells stimulated with thapsigargin and PMA; AID 651702;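 active = inhibition above about 55%, limit read from the data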
The depositor's hits bear a star.

COC(=O)c1ccc(CN(Cc2ccc(C(=O)OC)o2)C(C)(C)C)o1 was read as Vif imaging 0.5, MC4R ag barr -2.0, NOD2 RIPK2 PPI 4.2, ABHD5-PLIN5 inh -2.7, N-glyco inh 3.0, MC4R antag cAMP 4.9, aDG glyco up 0.4, ABCB6 inh 2 99.0, TLR9-MyD88 block 0.1 and Exocytosis inh 0.3.
COc1cccc(Nc2nc(-c3ccc(O)cc3)cs2)c1 was read as Vif imaging -6.0, MC4R ag barr 2.5, NOD2 RIPK2 PPI -8.4, ABHD5-PLIN5 inh -14.6, N-glyco inh -1.0, MC4R antag cAMP 16.0, aDG glyco up 0.1, ABCB6 inh 2 90.0, TLR9-MyD88 block -6.6 and Exocytosis inh 1.3.
`COC(=O)CN1C(=S)N(c2ccc(OC)cc2)C(=O)/C1=C/c1ccc(OC)cc1` gave MC4R ag barr -0.1, NOD2 RIPK2 PPI -0.7, ABHD5-PLIN5 inh 10.3, N-glyco inh -3.0, MC4R antag cAMP 3.2, aDG glyco up 0.6, ABCB6 inh 2 106.0, TLR9-MyD88 block 0.4 and Exocytosis inh 2.4.
`CC(OC(=O)CCN=C1NS(=O)(=O)c2ccccc21)C(=O)NC1CCCCC1C` (configuration not stated) gave Vif imaging -2.6, MC4R ag barr -1.1, NOD2 RIPK2 PPI 0.3, ABHD5-PLIN5 inh -16.1, N-glyco inh 0.5, MC4R antag cAMP 5.8, aDG glyco up 0.0, ABCB6 inh 2 94.0, TLR9-MyD88 block 3.9 and Exocytosis inh -3.2.
Cc1noc(C)c1COc1ccc(C(=O)N2CCN(c3cccc(Cl)c3)CC2)cc1 was read as Vif imaging 3.3, MC4R ag barr -1.7, NOD2 RIPK2 PPI -1.8, ABHD5-PLIN5 inh 12.8, N-glyco inh 0.7, MC4R antag cAMP -1.9, aDG glyco up -0.3, ABCB6 inh 2 99.0, TLR9-MyD88 block -2.1 and Exocytosis inh -0.6.
For COc1ccc(NC(=O)C2CC(=O)OC23CCCCC3)cc1 (configuration not stated) the results were Vif imaging 2.7, MC4R ag barr 0.1, NOD2 RIPK2 PPI -9.7, ABHD5-PLIN5 inh 0.5, N-glyco inh 1.3, MC4R antag cAMP 0.0, aDG glyco up -0.1, ABCB6 inh 2 95.0, TLR9-MyD88 block -0.5 and Exocytosis inh 0.1.
For COC(=O)CNC(=O)CSc1nnc(C)c(=O)[nH]1 the results were Vif imaging 3.6, MC4R ag barr -2.8, NOD2 RIPK2 PPI 0.7, ABHD5-PLIN5 inh -6.2, N-glyco inh 0.6, MC4R antag cAMP 2.3, aDG glyco up -0.2, ABCB6 inh 2 97.0, TLR9-MyD88 block 5.6 and Exocytosis inh 1.0.
Cc1ccc(/C=N/n2cnc3sc(C)c(C)c3c2=O)o1 was read as Vif imaging -2.3, MC4R ag barr -1.6, NOD2 RIPK2 PPI -3.3, ABHD5-PLIN5 inh -7.5, N-glyco inh 1.0, MC4R antag cAMP -0.8, aDG glyco up 0.1, ABCB6 inh 2 101.0, TLR9-MyD88 block -14.2 and Exocytosis inh -1.9.
COC(=O)c1ccccc1NC(=O)C1CCCC1 was read as Vif imaging 0.3, MC4R ag barr -1.0, NOD2 RIPK2 PPI -3.3, ABHD5-PLIN5 inh -5.5, N-glyco inh -0.7, MC4R antag cAMP 6.8, aDG glyco up -0.2, ABCB6 inh 2 99.0, TLR9-MyD88 block 2.1 and Exocytosis inh -4.6.
CC1C(=O)Nc2ccccc2N1C(=O)c1ccc(Cl)c(Cl)c1 (configuration not stated) was read as Vif imaging 16.0, MC4R ag barr -2.5, NOD2 RIPK2 PPI 16.4, ABHD5-PLIN5 inh -1.0, N-glyco inh 0.2, MC4R antag cAMP 4.4, aDG glyco up 0.2, ABCB6 inh 2 97.0, TLR9-MyD88 block -3.4 and Exocytosis inh 7.1.
For CN(CC(=O)Nc1ccc(Cl)cc1)CC(=O)Nc1cc(Cl)ccc1C#N the results were MC4R ag barr 0.7, NOD2 RIPK2 PPI -10.3, ABHD5-PLIN5 inh 2.5, N-glyco inh -0.9, MC4R antag cAMP 5.8, aDG glyco up 0.2, ABCB6 inh 2 95.0, TLR9-MyD88 block 7.5 and Exocytosis inh -2.1.
For Cc1c(Cc2ccccc2)sc(NC(=O)Cc2ccccc2)c1C(N)=O the results were Vif imaging 3.0, MC4R ag barr 11.3*, NOD2 RIPK2 PPI 6.1, ABHD5-PLIN5 inh -22.0, N-glyco inh -1.1, MC4R antag cAMP 5.6, aDG glyco up 0.4, ABCB6 inh 2 104.0, TLR9-MyD88 block -1.3 and Exocytosis inh -0.8.

Reprinted from the part before: three entries, then new ones.
CC1C(=O)Nc2ccccc2N1C(=O)c1ccc(Cl)c(Cl)c1 (configuration not stated) was read as Vif imaging 16.0, MC4R ag barr -2.5, NOD2 RIPK2 PPI 16.4, ABHD5-PLIN5 inh -1.0, N-glyco inh 0.2, MC4R antag cAMP 4.4, aDG glyco up 0.2, ABCB6 inh 2 97.0, TLR9-MyD88 block -3.4 and Exocytosis inh 7.1.
For CN(CC(=O)Nc1ccc(Cl)cc1)CC(=O)Nc1cc(Cl)ccc1C#N the results were MC4R ag barr 0.7, NOD2 RIPK2 PPI -10.3, ABHD5-PLIN5 inh 2.5, N-glyco inh -0.9, MC4R antag cAMP 5.8, aDG glyco up 0.2, ABCB6 inh 2 95.0, TLR9-MyD88 block 7.5 and Exocytosis inh -2.1.
For Cc1c(Cc2ccccc2)sc(NC(=O)Cc2ccccc2)c1C(N)=O the results were Vif imaging 3.0, MC4R ag barr 11.3*, NOD2 RIPK2 PPI 6.1, ABHD5-PLIN5 inh -22.0, N-glyco inh -1.1, MC4R antag cAMP 5.6, aDG glyco up 0.4, ABCB6 inh 2 104.0, TLR9-MyD88 block -1.3 and Exocytosis inh -0.8.
CC(C)(C)C(=O)c1sc2nc(-c3cccs3)cc(C(F)(F)F)c2c1N was read as Vif imaging 26.9, MC4R ag barr -1.2, NOD2 RIPK2 PPI -1.8, ABHD5-PLIN5 inh -7.7, N-glyco inh -5.1, MC4R antag cAMP -8.8, aDG glyco up 0.2, ABCB6 inh 2 inactive, TLR9-MyD88 block 4.3 and Exocytosis inh 3.5.
O=C(Cc1cccs1)Nc1ccc(N2CCOCC2)cc1 was read as Vif imaging -1.1, MC4R ag barr -0.1, NOD2 RIPK2 PPI -0.6, ABHD5-PLIN5 inh 10.2, N-glyco inh 3.6, MC4R antag cAMP -7.2, aDG glyco up 0.5, ABCB6 inh 2 94.0, TLR9-MyD88 block -3.6 and Exocytosis inh -4.8.
For Cn1cccc1C(=O)OCc1ccc(C(C)(C)C)cc1 the results were Vif imaging -4.5, MC4R ag barr 2.5, NOD2 RIPK2 PPI -10.9, ABHD5-PLIN5 inh -9.6, N-glyco inh -2.5, MC4R antag cAMP -4.3, aDG glyco up -0.1, ABCB6 inh 2 91.0, TLR9-MyD88 block -4.6 and Exocytosis inh -23.3.
For CCC1Oc2ccc(C)cc2N(CC(=O)NC2CCCCC2)C1=O (configuration not stated) the results were Vif imaging 1.0, MC4R ag barr 0.5, NOD2 RIPK2 PPI 0.7, ABHD5-PLIN5 inh 2.2, N-glyco inh 0.0, MC4R antag cAMP 2.1, aDG glyco up 0.1, ABCB6 inh 2 91.0, TLR9-MyD88 block -3.1 and Exocytosis inh 2.6.
`N#Cc1c(N)nc2c(c1N)CC(=O)N2c1ccc(Cl)cc1` gave Vif imaging -3.5, MC4R ag barr -0.8, NOD2 RIPK2 PPI -10.8, ABHD5-PLIN5 inh -5.3, N-glyco inh 23.0, MC4R antag cAMP -1.4, aDG glyco up 0.0, ABCB6 inh 2 98.0, TLR9-MyD88 block -9.7 and Exocytosis inh 1.2.
COC(=O)[C@@]12CCCCN1[C@H](c1ccc(-c3ccccc3)cc1)[C@H]1C(=O)N(C)C(=O)[C@H]12 was read as Vif imaging 5.2, MC4R ag barr 1.4, NOD2 RIPK2 PPI -3.5, ABHD5-PLIN5 inh -9.2, N-glyco inh 3.9, MC4R antag cAMP 8.2, aDG glyco up -0.1, ABCB6 inh 2 96.0, TLR9-MyD88 block -7.6 and Exocytosis inh 4.4.
Screening CCOc1ccc(NC(=O)CN2C(=O)C(C)SC(C)C2=O)cc1 (configuration not stated) returned Vif imaging -1.2, MC4R ag barr -1.6, NOD2 RIPK2 PPI 8.5, ABHD5-PLIN5 inh 1.3, N-glyco inh 1.8, MC4R antag cAMP 9.6, aDG glyco up -0.1, ABCB6 inh 2 94.0, TLR9-MyD88 block -0.2 and Exocytosis inh -4.5.
`COC(=O)CCNC(=O)Cc1ccc(S(=O)(=O)N2CCCCC2)s1` gave Vif imaging 1.6, MC4R ag barr -2.5, NOD2 RIPK2 PPI -11.6, ABHD5-PLIN5 inh -10.8, N-glyco inh 2.2, MC4R antag cAMP 0.4, aDG glyco up -0.4, ABCB6 inh 2 86.0, TLR9-MyD88 block 9.3 and Exocytosis inh -6.1.
Screening NC/C(=N\O)c1ccc(Cl)cc1Cl returned Vif imaging 13.9, MC4R ag barr -1.0, NOD2 RIPK2 PPI -5.1, ABHD5-PLIN5 inh 2.5, N-glyco inh -2.2, MC4R antag cAMP 3.4, aDG glyco up 0.5, ABCB6 inh 2 100.0, TLR9-MyD88 block -2.0 and Exocytosis inh -1.2.
Screening COc1ccccc1-c1nc(C#N)c(NCc2ccc(F)cc2)o1 returned Vif imaging -7.1, MC4R ag barr 1.9, NOD2 RIPK2 PPI -10.7, ABHD5-PLIN5 inh -0.9, N-glyco inh -1.1, MC4R antag cAMP -1.6, aDG glyco up -0.1, ABCB6 inh 2 108.0, TLR9-MyD88 block -1.6 and Exocytosis inh 9.4.
O=C(CCCC1=NS(=O)(=O)c2ccccc2N1)N1CCN(c2ccc(Cl)cc2)CC1 was read as Vif imaging 7.5, MC4R ag barr 0.3, NOD2 RIPK2 PPI -3.6, ABHD5-PLIN5 inh 2.6, N-glyco inh -0.1, MC4R antag cAMP 1.1, aDG glyco up 0.0, ABCB6 inh 2 95.0, TLR9-MyD88 block 3.6 and Exocytosis inh -3.6.
`CC(=O)c1c(C)[nH]c(C(=O)OCC(=O)N2CCCC2=O)c1C` gave Vif imaging -2.2, MC4R ag barr 0.6, NOD2 RIPK2 PPI -4.6, ABHD5-PLIN5 inh 3.9, N-glyco inh 0.5, MC4R antag cAMP 5.7, aDG glyco up -0.1, ABCB6 inh 2 107.0, TLR9-MyD88 block -13.3 and Exocytosis inh -1.0.
CC1(C)Cc2c(cnn2-c2ccc(F)cc2)C(NC(=O)CCN2CCCCC2=O)C1 (configuration not stated) was read as Vif imaging -7.6, MC4R ag barr -2.2, NOD2 RIPK2 PPI -5.2, ABHD5-PLIN5 inh 6.4, N-glyco inh -1.0, MC4R antag cAMP -1.1, aDG glyco up 0.0, ABCB6 inh 2 109.0, TLR9-MyD88 block -2.8 and Exocytosis inh 3.3.
COc1ccccc1N1CCN(c2cc(=O)n(-c3ccc(Br)cc3)c(=O)[nH]2)CC1 was read as Vif imaging 11.1, MC4R ag barr -2.1, NOD2 RIPK2 PPI 1.5, ABHD5-PLIN5 inh 1.9, N-glyco inh 1.8, MC4R antag cAMP 12.5, aDG glyco up 0.1, ABCB6 inh 2 97.0, TLR9-MyD88 block 1.9 and Exocytosis inh -2.9.

Screens: PubChem BioAssay, several laboratories

This is a subset. The share of hits here may be higher or lower than overall.
